Screening results (PubChem BioAssay)
Gli-Sufu antag: Gli-Sufu pathway antagonists, primary screen, luciferase luminescence, Sufu-KO-LIGHT cells, uHTS | Sufu-KO-LIGHT fibroblasts, Gli luciferase reporter luminescence | inhibition, % at 5 µM | hit rate 0.74% among 340,000;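 active = inhibition above about 55%, limit read from the data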;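 note: 0% = DMSO-treated cells and 100% = wells with medium but no cells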
697 NFkB inh: inhibitors of PMA/ionomycin-induced NF-kB reporter, 697 cells, primary screen, B-cell NF-kB inhibitor project, cell-based, luminescence, uHTS. 697 B-cell NF-kB luciferase reporter, 16 h. inhibition, % at 4 µM. hit rate 0.33% among 330,000. AID 435022, 2010; in the data active = inhibition above about 35%
EBI2 block: EBI2 receptor antagonists, beta-arrestin recruitment, primary screen, cell-based, luminescence, 7a,25-OHC stimulation, uHTS | AID 651636, 2012 | G-protein coupled receptor 183 (Homo sapiens), P32249 | 7a,25-OHC stimulated | inhibition, % at 5 µM | hit rate 0.81% among 360,000; in the data active = inhibition above about 38%;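 note: enzyme fragment complementation signal reports receptor beta-arrestin coupling in cells; 0% = agonist plus DMSO wells and 100% = wells without agonist; some results beyond the cut were filed as inactive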
Target sequence (P32249 whole entry, looked up, the tested form may be a part): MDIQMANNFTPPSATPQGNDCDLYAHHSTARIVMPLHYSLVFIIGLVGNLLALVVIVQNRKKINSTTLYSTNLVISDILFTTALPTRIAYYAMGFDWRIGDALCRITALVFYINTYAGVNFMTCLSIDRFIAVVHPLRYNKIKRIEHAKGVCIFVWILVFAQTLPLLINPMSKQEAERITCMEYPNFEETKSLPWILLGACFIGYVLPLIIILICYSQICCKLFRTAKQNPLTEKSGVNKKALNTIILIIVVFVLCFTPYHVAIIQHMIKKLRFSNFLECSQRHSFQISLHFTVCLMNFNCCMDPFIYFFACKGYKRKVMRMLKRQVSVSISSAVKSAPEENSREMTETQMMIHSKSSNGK
APJ antag: antagonists of human apelin receptor APJ, primary screen, CHO-K1 cells, beta-arrestin complementation, luminescence | P35414 | inhibition, % at 20 µM | hit rate 0.32% among 330,000;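 active = inhibition above about 40% at 20 µM, limit read from the data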;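 note: cells challenged with 10 nM apelin-13 agonist together with compound; plate controls were apelin-13 plus DMSO wells for no effect and DMSO wells lacking apelin-13 for full effect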
Target sequence (P35414 whole entry, looked up): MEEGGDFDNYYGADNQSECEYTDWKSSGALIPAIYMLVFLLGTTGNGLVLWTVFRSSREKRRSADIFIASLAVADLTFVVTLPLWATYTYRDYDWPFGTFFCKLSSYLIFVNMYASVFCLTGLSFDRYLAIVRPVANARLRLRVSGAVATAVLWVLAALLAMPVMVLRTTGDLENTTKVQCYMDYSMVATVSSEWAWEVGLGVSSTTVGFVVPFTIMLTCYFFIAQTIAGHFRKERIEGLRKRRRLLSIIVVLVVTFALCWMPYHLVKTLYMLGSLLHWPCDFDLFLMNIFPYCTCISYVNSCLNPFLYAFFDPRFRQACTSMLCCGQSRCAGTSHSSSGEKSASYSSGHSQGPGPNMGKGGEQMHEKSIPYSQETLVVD
UBC13 polyUb: UBC13 polyubiquitin chain formation inhibitors, primary screen, biochemical, TR-FRET, uHTS | Ubiquitin-conjugating enzyme E2 N (Homo sapiens), P61088 | hit rate 0.47% among 330,000 | inhibition, % at 20 µM; in the data active = inhibition above about 45%, passing the limit was not always enough
CXCR6 block: CXCR6 receptor inhibitors, primary screen, cell-based, beta-arrestin, luminescence, CHO-K1 PathHunter, 1536-well; C-X-C chemokine receptor type 6 (Homo sapiens), O00574; inhibition, % at 20 µM; hit rate 0.36% among 360,000; AID 602244, 2012; in the data active = inhibition above about 34%, passing the limit was not always enough;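 note: antagonist mode with CXCL16 agonist at 10 nM final; 0% = 10 nM CXCL16 with DMSO and 100% = unstimulated wells without agonist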
Target sequence (O00574 whole entry, looked up): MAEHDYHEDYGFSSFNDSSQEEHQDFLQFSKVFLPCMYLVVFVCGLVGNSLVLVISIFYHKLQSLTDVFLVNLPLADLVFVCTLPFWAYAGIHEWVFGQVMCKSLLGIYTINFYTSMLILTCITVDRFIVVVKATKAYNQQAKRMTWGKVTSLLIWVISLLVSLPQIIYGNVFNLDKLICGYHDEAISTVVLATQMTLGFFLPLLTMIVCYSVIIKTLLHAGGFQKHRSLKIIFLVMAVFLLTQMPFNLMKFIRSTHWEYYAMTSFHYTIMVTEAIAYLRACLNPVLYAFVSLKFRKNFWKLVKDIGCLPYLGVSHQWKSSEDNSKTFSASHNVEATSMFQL
CCR6 antagonist: CCR6 receptor antagonists, primary screen, cell-based, CHO-K1, luminescence, beta-arrestin, uHTS. C-C chemokine receptor type 6 (Homo sapiens), P51684. CHO-K1 CCR6 PathHunter beta-arrestin, CCL20-stimulated. inhibition, % at 20 µM. hit rate 0.49% among 340,000. AID 493098, 2011;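 active = compounds whose inhibition of the agonist-driven luminescence signal at 20 µM reaches about 50%, limit read from the data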;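 note: cells stimulated with CCL20 at 14 nM final; plate controls were DMSO with CCL20 for no effect and DMSO without agonist for full effect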
Jurkat NFkB inh: inhibitors of induced NF-kB luciferase reporter, primary screen, TCR NF-kB activation inhibitor project, cell-based, luminescence, uHTS; Jurkat, PMA/ionomycin-induced NF-kB luciferase reporter; inhibition, % at 4 µM; hit rate 0.53% among 330,000; AID 435003, 2010; in the data active = inhibition above about 50%
* hit, by the source's call; nt = no result given; & = joins results of further samples. Hits appear at their usual frequency (roughly 3% active in at least one column).

SMILES	Gli-Sufu antag	697 NFkB inh	EBI2 block	APJ antag	UBC13 polyUb	CXCR6 block	CCR6 antagonist	Jurkat NFkB inh
CSc1sc(-c2ccnc(=S)[nH]2)c(-c2ccccc2)c1C#N	10	-2	10	2	17	-9	4	12
CSc1nnc(-c2ccccc2Cl)n1N	0	-41	-5	-3	-11	-8	-7	-11
CC1(C)C(c2ccc(Cl)cc2)=[N+]([O-])C2(CCCC/C2=N\O)N1O (stereo unspecified)	-3	2	-13	10	-6	-2	25	9
Cc1nc2ccccc2c(=O)n1/N=C/c1cccnc1	4	-3	5	8	-7	1	3	-4
COc1ccccc1NC(=O)Nc1cc(NC(=O)Nc2ccccc2OC)c(C)nc1C	-2	-7	0	4	10	-3	2	11
CC(C)(C)c1ccc(OCC(O)CN2CCOCC2)cc1 (stereo unspecified)	5	16	-8	9	6	5	4	-5
O=C(Nc1cccc2ccccc12)NC1CCCc2ccccc21 (stereo unspecified)	-3	19	-2	12	0	-2	-3	-2
COCCNC(=O)CSc1nnc(NC(=O)C2CC(=O)N(c3ccccc3OC)C2)s1 (stereo unspecified)	0	-7	-10	16	-5	3	-17	3
O=C(/C=C/c1ccccc1)NC(=S)Nc1ccc2c3c(cccc13)CC2	2	1	-1	-17	-7	-1	11	-11
CCNC(=S)NNC(=O)c1csc(C)c1	-12	10	-15	10	6	2	-21	1
CC1CCN(C(C(=O)NC2CCCCC2)c2cc3c(cc2[N+](=O)[O-])OCO3)CC1 (stereo unspecified)	-2	0	-5	-50	2	-7	-2	-10
COc1ccc(N2CCN(S(=O)(=O)CCNC(=O)COc3ccccc3C)CC2)cc1	0	18	-7	-1	5	2	6	9
N#C/C(=C\c1ccccc1OCC(=O)O)c1nc2ccccc2[nH]1	-5	0	1	1	-7	6	16	-10
Cc1ccc(Oc2ccc(Oc3ccc(C)cc3)nn2)cc1	-36	-37	92*	-13	-3	6	7	-12
CCN(CC)S(=O)(=O)c1cc([N+](=O)[O-])ccc1N=Nc1c(O)[nH]c2ccccc12	4	nt	21	nt	nt	0	19	nt
COC(=O)c1ccc(C23CC4(C2)[C@H](CN(Cc2ccc(-c5ccccc5)cc2)[C@@H]4c2ccccc2)C3c2ccccc2)cc1 (stereo partly specified)	-1	-1	12	-64	-13	1	5	-9
Cc1ccc(S(=O)(=O)N/N=C\C=C\c2ccccc2)cc1	0	25	-4	-3	0	2	21	-12
CCOc1ccc(S(=O)(=O)N2CCCC(C(=O)NCc3ccncc3)C2)cc1 (stereo unspecified)	-5	18	-3	3	-1	-5	5	14
COc1ccccc1C1/C(=C(/O)c2ccccc2)C(=O)C(=O)N1CC(C)C (stereo unspecified)	5	5	-30	5	-18	0	0	-1
Cn1nccc1C(=O)Nc1cccc(C(F)(F)F)c1	17	11	-3	2	8	-2	9	-7
CN(C(=O)c1cccc(S(=O)(=O)N2CCOCC2)c1)c1c(N)n(Cc2ccccc2)c(=O)[nH]c1=O	-8	-7	-6	17	-6	-4	13	-12
CC(=O)Nc1ccc(S(=O)(=O)Oc2ccccc2N2CCCCC2)cc1	12	9	5	20	11	2	10	12
Cc1ccc(C(=O)NCC(=O)OCN2C(=O)c3ccccc3C2=O)cc1C	0	9	-2	7	5	0	11	5
Cc1ccc(C)c(OCC(=O)Nc2ccc3c(c2)OCO3)c1	-13	-8	2	19	3	1	8	-11
O=C1C2C3C=CC(C3)C2C(=O)N1c1ccccc1 (stereo unspecified)	3	10	-15	13	8	3	3	6
Next part.
SMILES	Gli-Sufu antag	697 NFkB inh	EBI2 block	APJ antag	UBC13 polyUb	CXCR6 block	CCR6 antagonist	Jurkat NFkB inh
CCOc1ccc(S(=O)(=O)NCCC(=O)NCC(c2ccco2)N2CCCCC2)cc1 (stereo unspecified)	-2	28	-4	12	8	0	8	-16
Cn1ncc2c(NNC(=O)c3ccc(Cl)c(Cl)c3)ncnc21	-2	-20	-10	-8	-4	0	10	14
COc1cc(OC)c(NS(=O)(=O)c2cc(Br)cnc2N)cc1Cl	3	13	-14	9	0	-6	8	8
CCOC(=O)C1=C(Nc2ccccc2)CC(C)(O)C(C(=O)OCC)C1c1ccc(Cl)cc1 (stereo unspecified)	2&8	nt	17&4	nt	nt	-3&-1	20&20	nt
O=C(NCCCn1ccnc1)c1ccc(F)cc1	-4	-4	-9	12	-3	-17	9	-9
COc1cc2c(cc1OC)C(C(=O)NCc1ccco1)C1c3ccccc3CCN1C2=O (stereo unspecified)	7	-12	-7	-23	-2	2	0	-1
CC1(C)CC(=O)C2=C(C1)Oc1ncn(Cc3ccco3)c(=N)c1C2c1ccccc1 (stereo unspecified)	13	5	2	32	6	2	0	-3
O=C(NC1=NCCS1)c1ccc2c(c1)C(=O)N(Cc1ccco1)C2=O	-3	12	-7	8	-1	0	9	6
Cc1ccc(NC(=O)CS(=O)CC(=O)Nc2ccccc2-c2ccc(C)o2)cc1 (stereo unspecified)	5	-4	4	-32	-20	-7	-9	-7
CC(O)CCC(=O)NNC1=CC(=O)CC(C)(C)C1 (stereo unspecified)	nt	17	nt	5	1	nt	nt	-3
O=C(Nc1ccc(Cl)cc1F)c1cccc2ccccc12	-29	-20	-2	-25	2	-4	12	-19
COC(=O)c1ccc(CNC(=O)N2CCN(S(=O)(=O)c3ccc(C)cc3)CC2)cc1	21	-13	9	12	-2	-11	14	19
COc1ccc(CNC(=O)C2CCCN(S(=O)(=O)c3cccc4nsnc34)C2)cc1 (stereo unspecified)	-11	-9	-5	19	-3	-5	19	3
COC(=O)c1nn(-c2ccccc2)c2nnc(Cc3ccc(C)cc3)c(=O)n12	0	-10	-11	9	-4	2	-4	0
Cc1cc(S(=O)(=O)NC(C)C)ccc1OCC(=O)N1CCOCC1	4	16	-6	15	3	8	5	6
COc1ccc(CCNC(=O)c2c(C)nn(CC(C)C)c2Cl)cc1OC	-3	10	-12	3	8	-18	3	8
Cc1nc(NC(=O)c2ccccc2)sc1C	-57	-124	5	-8	-7	-10	9	-128
CCc1noc(C)c1C(=O)OCC(=O)Nc1ccccc1SC	-2	13	7	-14	2	0	9	1
Cc1ccc(OCCC(=O)Nc2ccccc2C(=O)N2CCCCC2)cc1	-13	7	-12	6	1	-2	14	-6
COc1ccccc1C(=O)NCC(=O)N/N=C/c1cn[nH]c1-c1ccccc1	-16	14	1	5	2	-14	-2	-3
Cc1nc(-c2ccccn2)nc(SCC(=O)c2ccc(F)cc2)c1Cl	-15	-1	-25	2	6	0	15	-4
CCc1cc(C(=O)N2CCCC(C(=O)c3cccc(OC(C)C)c3)C2)n(C)n1 (stereo unspecified)	14	4	30	16	1	-6	6	8
O=c1cc2c(n[nH]1)CCCC2	-24	18	-12	12	-4	-10	10	11
CCOC(=O)[C@H]1[C@H]2COc3ccc(Br)cc3[C@@H]2N2C(=O)c3cc(Br)ccc3NC(=O)[C@@]12C	10	26	-5	18	14	-2	6	11
CS(=O)(=O)Oc1ccc(/C=C2\C(=N)N3N=C(CC(=O)N4CCOCC4)SC3=NC2=O)cc1Cl	0	8	3	0	-2	7	-7	2
Next part
SMILES	Gli-Sufu antag	697 NFkB inh	EBI2 block	APJ antag	UBC13 polyUb	CXCR6 block	CCR6 antagonist	Jurkat NFkB inh
O=C(COC(=O)c1cccc(Br)c1)NC(=O)NC1CCCC1	-35	-39	2	0	-1	-9	16	-12
CC(=O)c1ccc(NC(=O)C2CCCN2S(=O)(=O)c2cccs2)cc1 (stereo unspecified)	-8	3	3	5	-2	-5	5	9
COc1ccc(S(=O)(=O)N2CCCCC2)cc1NC(=O)Cc1ccc(Br)cc1	3	nt	5	nt	nt	-3	5	nt
CCCn1c(CN2CCCCC2CC)nc2c1c(=O)n(C)c(=O)n2C (stereo unspecified)	24	-4	-2	4	0	-3	1	-7
COc1cc(C(=O)Nc2cc(C)nn2-c2ccccc2)cc(OC)c1OC	-2	15	4	11	6	8	1	8
CN(C)C(=O)c1ccc(Oc2ccc(C(=O)N(C)C)cc2)cc1	1	-2	-8	-18	9	-5	-9	-1
O=C(CSc1ncnc2c1cnn2-c1ccc(Cl)cc1)NCc1ccc2c(c1)OCO2	-9	-33	1	-8	13	-9	7	-1
C=C1[C@@H](CCO)N(S(=O)(=O)C(C)(C)C)C[C@@H]1C	-8	nt	-6	nt	nt	-2	2	nt
CCCCCCn1cnc2c(oc3nc4c(cc32)CCCC4)c1=O	-47	-87	4	-3	2	2	24	-78
O=C(Nc1ccc(Cl)c([N+](=O)[O-])c1)C(Sc1ccccc1)c1ccccc1 (stereo unspecified)	4	13	0	15	-1	-7	33	7
CN(CCN1CCOCC1)Cc1nc(-c2cccs2)no1	-5	-4	-18	-6	-7	0	3	-3
Cc1c(C)c2ccc(OCC(=O)N3CCN(c4ccccc4)CC3)cc2oc1=O	-5	13	4	-4	-6	4	9	6
Cc1ccc(S(=O)(=O)N(C)CC(=O)NCC(c2ccc(F)cc2)N2CCOCC2)cc1 (stereo unspecified)	1	3	-6	8	0	8	-5	15
COCC(COS(N)(=O)=O)C(C)C (stereo unspecified)	-5	2	-5	-3	-5	4	1	13
O=C(COc1ccccc1Cl)NCc1ccco1	-18	7	-10	12	12	-2	-2	-10
CCCCC1C2=C(CCCC2=O)OC2=C1C(=O)CCC2	-4	-7	-15	-16	-5	9	13	-9
CCCc1cnc(N2CCN(C(=O)c3ccc(F)cc3)CC2)nc1	3	-14	0	-16	4	2	-2	-3
O=C(NCC(c1cccnc1)N1CCN(c2ccccc2F)CC1)C1CCCCC1 (stereo unspecified)	3	-1	-3	16	-4	-19	-2	-14
CCC(C)Sc1nc(O)cc(=O)[nH]1 (stereo unspecified)	0	23	-4	11	-3	-16	-8	2
CC1CCC(NC(=O)CCS(=O)(=O)c2ccc3c(c2)NC(=O)CO3)CC1 (stereo unspecified)	-8	1	-10	-7	6	-4	-4	7
c1ccc(-c2cn3ccccc3n2)cc1	-85	nt	0	nt	nt	-10	-2	nt
COCCN(C(=O)C(C)C)c1nnc(-c2ccc(C(C)(C)C)cc2)s1	-4	-21	21	-7	-12	4	-1	-42
COc1ccccc1N1CCN(C(=O)c2cc(=O)c3c(C)cc(C)cc3o2)CC1	2	-21	14	0	1	6	14	-11
O=C(NCc1ccccc1)c1ccc(C(=O)NCc2ccccc2)cc1	0	nt	47*	nt	nt	8	2	nt
CCOn1c(=O)c(-c2ccc(OC)c(OC)c2)[n+]([O-])c2ccccc21	-1	0	-14	17	-44	4	-12	25
Cc1ccc(-n2c(SCC(=O)N/N=C/c3ccc(C)s3)nnc2-c2ccccc2)cc1	-23	-12	34	-12	-1	-7	-2	9
O=C(NCc1ccncc1)Nc1ccc(F)cc1	-6	-9	-6	-14	-1	2	-2	-4
CCOc1ccc(CCNC(=O)C2(c3ccccc3)CC2)cc1OCC	-2	2	6	-6	-1	10	14	-25
O=C(c1cc2ccccc2o1)N1CC=C(c2ccccc2)CC1	4	-3	13	11	2	0	15	7
CCOC(=O)N1CCN(C(=O)CN(c2ccc(OC)cc2)S(C)(=O)=O)CC1	5	8	-7	10	2	-3	9	5

Shown in CSV form: four of the compounds above.
SMILES,Gli-Sufu antag,697 NFkB inh,EBI2 block,APJ antag,UBC13 polyUb,CXCR6 block,CCR6 antagonist,Jurkat NFkB inh
CCOn1c(=O)c(-c2ccc(OC)c(OC)c2)[n+]([O-])c2ccccc21,-1,0,-14,17,-44,4,-12,25
Cc1ccc(-n2c(SCC(=O)N/N=C/c3ccc(C)s3)nnc2-c2ccccc2)cc1,-23,-12,34,-12,-1,-7,-2,9
O=C(NCc1ccncc1)Nc1ccc(F)cc1,-6,-9,-6,-14,-1,2,-2,-4
CCOc1ccc(CCNC(=O)C2(c3ccccc3)CC2)cc1OCC,-2,2,6,-6,-1,10,14,-25
